# DDE Tn7 FP inh = DD(E)-Tn7 binding inhibition, primary FP screen. P02675. FP displacement of FITC-Tn7 peptide from fibrin DD(E); 0% = median of compound wells per plate. inhibition, % at 8.3 µM. 0.13% of 370,000 active. AID 720508;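 active means inhibition above the mean of compounds falling within the control limits plus 3 SD of them, cut at about 14% in these data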;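 further: 0% = plate median of compound wells and 100% = 10 µM Aha-Tn7 peptide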
#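 assay system = human clot-derived fibrin DD(E) complex | quantity = Fibrin-DD(E) at 2 µM final | timing = 10 min preincubation, 3 h with tracer, room temperature | signal = fluorescence polarization | measure = percent inhibition | benchmarks = high control wells with 10 µM unlabelled Aha-Tn7 peptide (full inhibition) | replicates = singlicate testing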
# ASAP1 inh = ASAP1 ArfGAP inhibition | ASAP1-stimulated ARF1 GTP hydrolysis, GDP FP detection | inhibition, % at 16.5 µM | 0.19% of 360,000 active | AID 624377; in the data active means inhibition above about 25%;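 further: 0% = vehicle with enzyme and substrate and 100% = no enzyme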
# MBD2 DNA inh = MBD2-methylated oligo binding inhibition; Q9UBB5; TR-FRET, MBD2 binding to methylated oligonucleotide; inhibition, % at 4.4 µM; 0.31% of 370,000 active; AID 686964; in the data active means inhibition above about 13%
# Target sequence (Q9UBB5 whole entry, looked up): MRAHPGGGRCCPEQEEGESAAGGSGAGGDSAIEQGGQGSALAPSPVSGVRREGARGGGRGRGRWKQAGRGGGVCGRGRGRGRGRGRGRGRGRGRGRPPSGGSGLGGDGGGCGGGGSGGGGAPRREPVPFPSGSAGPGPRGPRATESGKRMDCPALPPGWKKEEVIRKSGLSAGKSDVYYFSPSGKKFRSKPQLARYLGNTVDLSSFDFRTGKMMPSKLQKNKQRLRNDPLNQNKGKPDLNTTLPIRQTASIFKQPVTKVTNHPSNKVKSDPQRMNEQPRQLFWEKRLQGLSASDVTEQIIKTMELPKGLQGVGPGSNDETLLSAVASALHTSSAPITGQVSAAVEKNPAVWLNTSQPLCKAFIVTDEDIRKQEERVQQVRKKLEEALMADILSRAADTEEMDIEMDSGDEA
# UHRF1 binding = blocks human UHRF1 binding to methylated DNA; Q96T88; UHRF1 binding to methylated oligo, TR-FRET; inhibition, % at 4.4 µM; 0.75% of 370,000 active; in the data active means inhibition above about 21%;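 further: UHRF1 SRA domain binding a hemimethylated CpG hairpin DNA probe; 0% = median of test compound wells and 100% = reference inhibitor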
# PLC-gamma1 inh = PLC-gamma1 (human) inhibition, primary screen; AID 720700; P19174; 0.84% of 370,000 active; purified PLC-gamma1, fluorogenic substrate, fluorescence; inhibition, % at 12.2 µM; in the data active means inhibition above about 9.5%
# ADAM17 inh = inhibits human ADAM17; P78536; recombinant ADAM17, EDANS/DABCYL FRET peptide cleavage; 0.83% of 370,000 active; inhibition, % at 6.95 µM;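 active means inhibition above the mean of compounds lying between control limits plus 3 SD, set per campaign, cut at about 8.5% in these data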;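 further: 0% = DMSO-only wells as the low control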
# Target sequence (P78536 215-824 limits assumed): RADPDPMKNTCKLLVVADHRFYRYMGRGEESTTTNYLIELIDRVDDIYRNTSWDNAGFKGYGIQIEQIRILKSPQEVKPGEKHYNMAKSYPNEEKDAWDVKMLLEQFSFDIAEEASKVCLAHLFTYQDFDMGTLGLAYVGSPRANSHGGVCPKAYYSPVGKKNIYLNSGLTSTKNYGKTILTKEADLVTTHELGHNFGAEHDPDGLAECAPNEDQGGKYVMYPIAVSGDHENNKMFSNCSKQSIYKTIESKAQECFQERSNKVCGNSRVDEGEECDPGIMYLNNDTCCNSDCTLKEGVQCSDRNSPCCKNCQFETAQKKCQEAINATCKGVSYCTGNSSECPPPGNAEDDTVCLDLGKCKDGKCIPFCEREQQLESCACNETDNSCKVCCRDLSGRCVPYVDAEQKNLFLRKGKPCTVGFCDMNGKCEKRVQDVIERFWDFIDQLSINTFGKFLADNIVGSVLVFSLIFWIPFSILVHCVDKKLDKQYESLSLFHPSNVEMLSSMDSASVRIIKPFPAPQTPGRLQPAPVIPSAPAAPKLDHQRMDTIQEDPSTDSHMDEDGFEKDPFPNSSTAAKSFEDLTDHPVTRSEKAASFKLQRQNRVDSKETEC
# proKLK7 act = proKLK7 (human) activation, primary screen | P49862 | purified proKLK7, EDANS-DABCYL substrate fluorescence; 100% is mature enzyme control, 0% vehicle | activation, % at 7 µM | 0.9% of 370,000 active;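 active means activation above the mean of all tested compounds plus 3 SD, computed per campaign excluding outliers beyond control limits, cut at about 13% in these data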
# ARFGAP1 inh = inhibitors of rat ARFGAP1; Arfgap1-stimulated ARF1 GTP hydrolysis, GDP FP detection; inhibition, % at 16.5 µM; Q62848; 0.26% of 360,000 active;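 active means inhibition above a per-plate limit, mean inhibition of low control wells plus 3 SD, cut at about 25% in these data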;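 further: 0% = DMSO wells with enzyme and 100% = wells lacking Arfgap1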
#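 Material: truncated rat Arfgap1 GAP domain; Incubation: compound-enzyme preincubation 20 min, reaction 120 min, detection 60 min, 25 °C; Read-out: percent inhibition of Arfgap1-stimulated GTP hydrolysis; Technique: FP, GDP Alexa 633 tracer displaced from anti-GDP antibody, 620/688 nm; Controls: No-Arfgap1 wells (100%) versus DMSO full-reaction wells (0%); Replication: single well per compound.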
# DDE Tn6 FP inh = disrupts Tn6 cyclic peptide binding to fibrin D-Dimer-E complex | P02675 | Fibrin DD(E) TRITC-Tn6 fluorescence polarization displacement | inhibition, % at 8.3 µM | 0.21% of 370,000 active;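 active means inhibition above a per-campaign cutoff: mean of compounds within control limits plus 3 SD, cut at about 15% in these data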;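 further: 0% = median of all compound wells on the plate and 100% = blocking peptide control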
# PLC-beta3 inh = inhibitors of human phospholipase C beta3 | Purified PLC-beta3, fluorogenic substrate, fluorescence | inhibition, % at 12.2 µM | 0.18% of 370,000 active; in the data active means inhibition above about 11%;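 further: 0% = median of compound wells on plate and 100% = full blocker control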
# Numbers without * were called inactive; x = not tested or not shown. No enrichment for hits; overall some 4.1% were active at least once.
SMILES,DDE Tn7 FP inh,ASAP1 inh,MBD2 DNA inh,UHRF1 binding,PLC-gamma1 inh,ADAM17 inh,proKLK7 act,ARFGAP1 inh,DDE Tn6 FP inh,PLC-beta3 inh
O=C(Nc1nccs1)c1ccc(N2C(=O)C3CCCCC3C2=O)cc1 (configuration not stated),-4,-2,6,5,2,3,0.1,-13,-1,-2
CCCCn1cc(C(C)(C)C)c(C#N)c1NC(C)=O,0,4,0,-1,-5,-5,0.3,7,3,-10
COc1ccc(C(=O)N2CCCC2(C)C(=O)NCC(C)C)cc1C(F)(F)F (configuration not stated),0,-3,-4,-2,2,0,1.1,3,0,-2
COC(=O)c1nnn(-c2nonc2N)c1-c1cccs1,0,12,4,1,0,-6,-0.6,2,7,-2
CCOC(=O)CSc1nc(-c2ccc(OC)cc2)ns1,4,17,0,1,0,-2,-0.7,-1,-5,2
COc1ccc(Nc2ncnc3sccc23)c(OC)c1,1,4,0,-2,0,-2,0.1,7,-3,-2
COc1ccc(-c2nnc(SCC(=O)Nc3ccc(S(=O)(=O)Nc4cc(C)nc(C)n4)cc3)n2-c2ccc(OC)cc2)cc1,3,x,-7,0,4,4,-0.5,x,-5,2
COc1ccc(-c2nnc(SCC(=O)N3CCCCC3)o2)cc1OC,-7,1,-3,0,0,-2,0.1,-4,0,3
CC(C)(C)c1ccc(C#C[C@@H]2C=C[C@@H](O)[C@@H](COC(=O)Nc3ccccc3)O2)cc1,1,-2,0,-1,4,7,0.4,24,-3,1
Cc1cc(NC(=O)Cn2c(=O)c3c(ncn3CCC(C)C)n(Cc3ccccc3)c2=O)no1,-2,2,-5,-1,-4,-4,0.4,7,1,1
O=C(NCCCc1ccccc1)C1CCC(=O)N(CCc2ccc(Cl)cc2)C1 (configuration not stated),2,5,-3,0,1,-4,0.4,8,-7,-7
COc1cc(/C=C2\SC(=S)N(CC(=O)O)C2=O)ccc1OC(=O)c1ccco1,-7,-5,0,-7,-8,2,0.0,-7,-1,-20
Cc1c(O)ccc(C(=O)COc2ccc(F)cc2)c1O,-6,5,0,3,8,7,-0.6,-3,-3,4
Cc1cc(C)cc(OCC(=O)O/N=C(\N)c2ccccc2Cl)c1,-3,-2,-2,1,2,-2,0.3,-2,1,-4
CCC(=O)N1C(=O)CCN(C(C)=O)c2ccccc21,-2,4,1,-2,-1,-6,-0.4,3,-3,3

# 2 entries from above, tab-delimited.
Compound	DDE Tn7 FP inh	ASAP1 inh	MBD2 DNA inh	UHRF1 binding	PLC-gamma1 inh	ADAM17 inh	proKLK7 act	ARFGAP1 inh	DDE Tn6 FP inh	PLC-beta3 inh
COc1cc(/C=C2\SC(=S)N(CC(=O)O)C2=O)ccc1OC(=O)c1ccco1	-7	-5	0	-7	-8	2	0.0	-7	-1	-20
Cc1c(O)ccc(C(=O)COc2ccc(F)cc2)c1O	-6	5	0	3	8	7	-0.6	-3	-3	4

# An excerpt from above, reduced to UHRF1 binding and PLC-gamma1 inh.
Structure,UHRF1 binding,PLC-gamma1 inh
COc1ccc(-c2nnc(SCC(=O)Nc3ccc(S(=O)(=O)Nc4cc(C)nc(C)n4)cc3)n2-c2ccc(OC)cc2)cc1,0,4
COc1ccc(-c2nnc(SCC(=O)N3CCCCC3)o2)cc1OC,0,0
CC(C)(C)c1ccc(C#C[C@@H]2C=C[C@@H](O)[C@@H](COC(=O)Nc3ccccc3)O2)cc1,-1,4
Cc1cc(NC(=O)Cn2c(=O)c3c(ncn3CCC(C)C)n(Cc3ccccc3)c2=O)no1,-1,-4

# (listing goes on)
SMILES,DDE Tn7 FP inh,ASAP1 inh,MBD2 DNA inh,UHRF1 binding,PLC-gamma1 inh,ADAM17 inh,proKLK7 act,ARFGAP1 inh,DDE Tn6 FP inh,PLC-beta3 inh
CS(=O)(=O)Nc1ccc(C(=O)NCCSCc2ccccc2)cc1,-1,4,3,1,0,-4,0.2,0,2,1
COC(=O)c1ccc(NC(=O)Nc2ccc(F)cc2F)cc1,0,7,-4,1,1,-1,-0.5,-23,14,1
CCc1cccc(-n2c(C)cc(O)cc2=O)c1,-1,6,-4,-1,-2,0,-0.5,-4,-1,2
CCc1ccccc1NC(=O)COC(=O)C1CC(=O)N(c2ccc(F)cc2)C1 (configuration not stated),-4,5,-5,-6,6,6,-1.0,7,0,-2
CCOc1ncccc1C(=O)N(C)CC(=O)Nc1ccc(C)cc1,10,-4,0,-3,-1,0,-0.6,2,5,4
O=C(CN(C(=O)CCC(=O)Nc1nccs1)c1ccc(F)cc1)NCCc1ccccc1,2,-17,3,1,0,-5,0.5,1,-4,-10
COc1ccc(OCC(=O)N/N=C/c2ccc(OC)c(OC)c2C(=O)O)cc1,2,4,3,-2,-1,-6,0.0,4,2,-2
O=C(COC(=O)CNC(=O)c1ccccc1)Nc1ccc(S(=O)(=O)N2CCOCC2)cc1,-6,3,-4,-1,1,0,-0.2,1,8,-2
COCCOC(=O)C1=C(C)OC(N)=C(C#N)C1c1ccco1 (configuration not stated),-2,-3,-8,-2,-3,-2,1.1,7,-2,-2
CCC(=O)Nc1cccc(NC(=O)CSc2nc3c(c(=O)n(C)c(=O)n3C)n2C)c1,10,6,1,0,0,-2,0.1,3,-1,-3
O=c1[nH][nH]cc1C=Nc1ccc(Cl)cc1Cl,4,4,-2,-4,5,0,0.4,-11,3,4
CCC(CC)C(=O)Nc1nnc(SCC(=O)N2CCN(c3ccccc3OC)CC2)s1,4,5,4,-1,0,-1,0.6,15,-1,2
CC(=O)Nc1ccc(NC(=O)c2ccc(C3SCC(=O)N3CCc3ccccc3)cc2)cc1 (configuration not stated),-7,3,-2,2,1,3,0.2,6,-1,0
C=CCn1c(=O)c(C(=O)NCCc2ccccc2)c(O)c2ccccc21,-5,-10,3,14,4,0,-0.4,5,-7,-1
COC(=O)c1ccc(C(=O)OCCCc2nc3ccc(N)cc3[nH]2)cc1,-7,-1,-6,-4,-4,-1,-0.4,0,9,0
Cc1ccc(C)c(N2CCN(C(=O)CCS(=O)(=O)c3ccc4c(c3)NC(=O)CO4)CC2)c1,4,3,-5,0,3,-4,0.3,2,1,-2
Cc1cc(=O)oc2c(C(=O)/C=C/c3ccccc3)c(O)ccc12,-3,-4,-1,1,-8,-12,-1.1,3,-9,-9
Cc1ccccc1Nc1nc(N)nc(COC(=O)CCS(=O)(=O)c2ccccc2)n1,-4,-3,0,2,1,-2,-0.1,-10,2,-1
CCOc1ccccc1NC(=O)CCN1CCN(S(=O)(=O)c2ccc(OC)cc2)CC1,-5,1,-1,4,10*,1,0.2,-9,0,2
Cc1ccc2c(c1)nnn2C1CCN(S(=O)(=O)c2ccc(C(=O)N3C(C)CCCC3C)cc2)CC1 (configuration not stated),-1,6,6,20,1,5,0.9,7,7,4
O=C1CCN=C(Nc2ccc(F)cc2)N1Cc1ccccc1,1,-18,8,4,0,-1,-0.1,1,6,2
CN1CCN(S(=O)(=O)c2ccc(NC(=O)c3cccs3)cc2)CC1,1,-6,0,0,1,-7,0.4,-12,8,1
COCCN(C(=O)CSc1nc(-c2ccccc2)cn1N)c1c(N)n(Cc2ccccc2)c(=O)[nH]c1=O,-1,-10,0,0,-3,-6,1.1,-3,-5,-6
O=C(CN1CCc2ccccc2C1)Nc1ccccc1C(F)(F)F,0,-8,0,3,6,1,0.2,-1,-7,1
Cc1cc2c(NC(=O)CC(C)(C)CC(=O)O)cccc2nn1,1,-13,-7,-7,-17,-6,0.8,-1,5,-26
COc1ccc(NC(=O)CSc2nc3[nH]ncc3c(=O)n2-c2ccccc2OC)cc1OC,8,-6,17*,26*,-4,-4,-0.2,-1,-6,-4
O=C(O)CSc1ncnc2c1oc1ccccc12,-2,11,1,-2,1,0,-0.1,3,-1,4
NC(=O)COC(=O)CCSc1ccc(Cl)cc1,7,-1,4,1,-1,-5,0.6,4,-10,-5
Cc1ccc2nc(SC(C)C(=O)N3CC(C)OC(C)C3)[nH]c2c1 (configuration not stated),-4,-3,-3,5,-108,-3,0.1,-1,-5,-3
Cc1csc(NC(=O)Cc2ccc(F)cc2)n1,2,-10,1,-1,0,1,-0.2,3,1,-5
CCc1[nH]nc2c1C1(CCN(C(=O)c3ccccc3)CC1)C(C#N)=C(N)O2,-2,9,-3,-5,0,-2,0.5,8,-5,3
CCc1ccc(CN(C)C(=O)c2ccc3c(=O)n4c(nc3c2)CCC4)cc1,7,-12,0,0,2,1,0.2,-3,5,-8
O=C1CCc2ccc(NC(=O)C3CC3)cc2N1,-2,-18,1,0,-1,-2,0.6,2,4,0
CNC(=O)c1ccsc1NC(=O)c1ccc2c(c1)CCCC2,3,7,-3,-2,-89,-3,-3.1,1,-7,-126
Cc1ccc2c(c1)N(C)/C(=C/c1cccc[n+]1CCO)S2,-1,-8,-15,-96,-4,-3,0.5,-2,-9,-9
COc1ccc(S(=O)(=O)NC(CC(=O)NCc2ccco2)c2ccco2)cc1 (configuration not stated),6,9,0,3,4,-1,0.0,7,-3,0
COC(=O)[C@]12C[C@H](CC(=O)NCCCCc3ccccc3)C(=O)N(Cc3cccc4ccccc34)C1=C[C@H](C(C)(C)C)O[C@@H]2C,1,x,-1,-4,1,0,0.6,x,-4,-1
Cc1nc2nc[nH]n2c(=O)c1NC(=O)c1cccc(OCC(C)C)c1,-12,6,0,1,1,0,0.4,8,-3,-1
O=C(CN1CCN(c2ncccn2)CC1)NCCC1=CCCCC1,1,6,-5,-2,1,0,1.0,-4,2,5
O=C(CSc1nnc(NC(=O)c2ccco2)s1)Nc1ccccc1Br,5,8,8,-1,2,-9,-0.3,-2,0,-6
CCOC(=O)Cc1ccc(Nc2nc(NCc3ccccc3)nc3ccsc23)cc1,2,-7,3,0,-46,-13,-3.5,14,-1,-70

# 3 structures out of the list, sorted by molar mass, falling.
SMILES,DDE Tn7 FP inh,ASAP1 inh,MBD2 DNA inh,UHRF1 binding,PLC-gamma1 inh,ADAM17 inh,proKLK7 act,ARFGAP1 inh,DDE Tn6 FP inh,PLC-beta3 inh
COc1ccc(NC(=O)CSc2nc3[nH]ncc3c(=O)n2-c2ccccc2OC)cc1OC,8,-6,17*,26*,-4,-4,-0.2,-1,-6,-4
CC(=O)Nc1ccc(NC(=O)c2ccc(C3SCC(=O)N3CCc3ccccc3)cc2)cc1 (configuration not stated),-7,3,-2,2,1,3,0.2,6,-1,0
COc1ccc(-c2nnc(SCC(=O)N3CCCCC3)o2)cc1OC,-7,1,-3,0,0,-2,0.1,-4,0,3

# Screening results as filed in PubChem BioAssay.
